# Source: PubChem BioAssay
# M4 antag: antagonists of human muscarinic M4 receptor (CHRM4); hit rate 0.73% among 360,000; P08173; CHO-hM4 cells, ACh EC80, Fluo-8 calcium fluorescence; inhibition, % at 3 µM;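 active means inhibition above its plate's cutoff, the mean inhibition of sample wells plus 3 SD, cut at about 27% in these data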;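 further: 0% = acetylcholine EC80 with DMSO and 100% = DMSO without agonist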
# Target sequence (P08173 whole entry, looked up): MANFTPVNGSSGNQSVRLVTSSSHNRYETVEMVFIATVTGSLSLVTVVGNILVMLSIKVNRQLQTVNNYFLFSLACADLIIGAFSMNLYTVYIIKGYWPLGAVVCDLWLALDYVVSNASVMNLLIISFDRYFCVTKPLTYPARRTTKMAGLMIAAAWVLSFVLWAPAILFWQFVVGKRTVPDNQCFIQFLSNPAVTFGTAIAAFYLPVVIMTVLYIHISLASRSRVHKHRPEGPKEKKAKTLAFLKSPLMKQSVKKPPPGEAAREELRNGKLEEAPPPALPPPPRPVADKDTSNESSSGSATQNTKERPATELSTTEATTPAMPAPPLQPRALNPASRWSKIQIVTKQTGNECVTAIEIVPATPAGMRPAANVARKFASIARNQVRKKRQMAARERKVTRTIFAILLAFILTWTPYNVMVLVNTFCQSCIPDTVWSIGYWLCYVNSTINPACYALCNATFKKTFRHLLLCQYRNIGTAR
# CHO-K1 Ca ag: nonselective activator or artifact in parental CHO-K1 cells; Fluo-8 calcium fluorescence; scaled to maximal ATP response, vehicle zero; activation, % at 3 µM; hit rate 0.48% among 360,000; in the data active means activation above about 15%;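 further: untransfected CHO-K1 host cells lacking M1 receptor as counterscreen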
# M1 antag: blocks human M1 muscarinic receptor | P11229 | CHO-K1 hM1, Fluo-8 calcium fluorescence, ACh EC80 antagonist | hit rate 1.3% among 360,000 | inhibition, % at 3 µM;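 active means percent inhibition above its own plate's cutoff, namely the mean of that plate's compound wells plus 3 SD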;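 further: peak over basal fluorescence ratio during 140 s after agonist addition; 0% = ACh EC80 plus DMSO and 100% = DMSO alone without agonist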
# CHO-K1 Ca antag: nonselective inhibitor or artifact in parental CHO-K1 cells | hit rate 0.6% among 360,000 | inhibition, % at 3 µM | AID 602250 | ATP-induced calcium, Fluo-8 fluorescence;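 active means inhibition above a per-plate cutoff, the plate's mean sample inhibition plus 3 SD, cut at about 24% in these data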;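 further: 0% = DMSO plus EC80 ATP and 100% = DMSO alone without ATP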
# CHRM1 agonist: activates human CHRM1 receptor | P11229 | CHO-K1 hM1, Fluo-8 calcium fluorescence, agonist mode; 0% DMSO, 100% acetylcholine EC100 | activation, % at 3 µM | hit rate 0.33% among 360,000 | AID 588814;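 active means activation above the run's mean compound activation plus 3 SD, cut at about 16% in these data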;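 further: peak over basal fluorescence ratio within a 140 s kinetic read after compound addition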
# CHRM4 agonist: CHRM4 agonism in calcium assay; P08173; hit rate 0.14% among 360,000; CHO-K1 hM4/Gqi5, Fluo-8 calcium fluorescence; vehicle 0%, full acetylcholine response 100%; AID 624127; activation, % at 3 µM;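 active means activation above the run mean over all test wells plus 3 SD, cut at about 32% in these data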;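 further: peak over basal fluorescence ratio per well then scaled between controls; 0% = DMSO wells and 100% = acetylcholine at EC100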
# OXTR potentiate: human OXTR potentiation. P30559. CHO-OTR cells, Fluo-8 calcium fluorescence, potentiator mode; 0% = oxytocin EC15, 100% = EC100. activation, % at 3 µM. hit rate 0.061% among 320,000. AID 2445;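 active means activation above that plate's cutoff, the mean activation of tested compounds plus 3 SD, cut at about 6.6% in these data, passing the limit was not always enough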;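 further: 100% uses oxytocin at 75 nM as the full agonist control; some results filed as inactive read as strong as hits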
# Target sequence (P30559 whole entry, looked up): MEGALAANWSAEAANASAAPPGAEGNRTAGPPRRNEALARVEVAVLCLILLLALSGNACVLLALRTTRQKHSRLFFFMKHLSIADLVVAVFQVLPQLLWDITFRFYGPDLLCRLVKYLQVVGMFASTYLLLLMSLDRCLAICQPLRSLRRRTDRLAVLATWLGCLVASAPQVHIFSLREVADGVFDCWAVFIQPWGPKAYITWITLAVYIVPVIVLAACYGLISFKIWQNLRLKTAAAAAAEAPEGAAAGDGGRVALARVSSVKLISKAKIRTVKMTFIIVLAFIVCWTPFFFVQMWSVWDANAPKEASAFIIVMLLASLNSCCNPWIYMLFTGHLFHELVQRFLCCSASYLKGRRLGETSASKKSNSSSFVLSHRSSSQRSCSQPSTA
#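 Assay system: CHO cell line stably expressing human OTR. Reagent: EC15 oxytocin agonist. Dosing: single dose, 3.0 µM nominal final compound concentration. Timing: compound 6 min at room temperature before oxytocin, 100 s read. Signal: kinetic Fluo-8 calcium fluorescence. Controls: oxytocin EC15 low and EC100 high.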
# CHO parental Ca: signal in parental CHO cells, OX1R antagonist counter-screen; parental CHO-K1, ATP-induced calcium, Fluo-8 fluorescence; inhibition, % at 5.6 µM; hit rate 0.63% among 330,000; AID 463079;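 active means inhibition above that plate's mean sample inhibition plus 3 SD, cut at about 26% in these data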;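 further: 0% = ATP-challenged DMSO wells and 100% = DMSO wells without ATP; some compounds past the cut are filed as inactive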
#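 material = parental CHO cells | also added = ATP as calcium-mobilizing challenge | dosing = single point at 5.6 µM | detection = intracellular calcium via Fluo-8 no-wash fluorescent dye | read-out = % inhibition | benchmarks = low control ATP plus DMSO, high control DMSO only | repeats = one well per compound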
# CHRM1 PAM: potentiates human M1 receptor response to acetylcholine; P11229; activation, % at 3 µM; CHO-K1 hM1, Fluo-8 calcium fluorescence, ACh EC20; 0% = ACh EC20, 100% = maximal ACh; AID 588819; hit rate 0.088% among 360,000; in the data active means activation above about 19%, passing the limit was not always enough
# * = called active by the depositor; . = not tested or not shown.
SMILES,M4 antag,CHO-K1 Ca ag,M1 antag,CHO-K1 Ca antag,CHRM1 agonist,CHRM4 agonist,OXTR potentiate,CHO parental Ca,CHRM1 PAM
Cc1cccc(C)c1-n1nnnc1C(c1ccnc2ccccc12)N(CCN(C)C)Cc1ccccc1 (stereo not drawn),-5,1.4,.,-6,.,5,.,.,.
Cc1ccccc1-c1cnc2c(c1)C(=O)N([C@@H](C)CO)C[C@@H](C)[C@H](CN(C)Cc1ccccc1F)O2,-8,0.3,-3,-11,-11,-1,.,.,-9
COc1ccccc1N1CCN(c2ccc3c(c2)S(=O)(=O)c2cccc(C(=O)NCc4cccc(F)c4)c2C3=O)CC1,9,2.5,19,-5,-1,10,.,.,-11
COc1ccc(S(=O)(=O)N2CCCC(c3cc(C(=O)NCc4cccnc4)no3)C2)cc1 (stereo not drawn),-2,1.2,-4,-11,1,2,.,.,13
N/C(=N/OC(=O)c1ccccc1Cl)c1ncc([N+](=O)[O-])s1,3,0.7,-11,-3,-5,1,-6,-1,7
CC(C)(CNC(=O)c1ccccc1NS(C)(=O)=O)N1CCCCC1,-10,0.3,-6,-2,-3,2,-3,-1,6
Cc1ccc(C#N)c(SCc2nnc(-c3ccc(Cl)cc3)o2)n1,-7,0.5,-8,-2,-5,1,4,-7,6
C[C@H](NC(=O)N1CCn2c1nc1ccccc12)C(=O)N1CCCCC1,-12,0.2,-10,-19,-4,2,1,-5,9
COc1cc(C(=S)N2CCOCC2)cc(OC)c1OS(=O)(=O)c1ccc(Cl)cc1,-5,-0.1,-6,-1,5,1,-20,-7,20
CSc1ccccc1NC(=O)CSc1n[nH]c(C)c1[N+](=O)[O-],14,4.6,9,-8,1,6,2,-4,-4
O=C(CN1C(=O)NC2(CCCC2)C1=O)N1CCN(S(=O)(=O)c2ccc(Cl)c(C(F)(F)F)c2)CC1,-13,1.5,-16,-5,-4,1,-1,-21,9
Cc1ccccc1C1c2[nH]c3ccccc3c2C[C@H]2C(=O)N(c3ccccc3C(=O)NCCCN3CCOCC3)C(=O)N12 (stereo partly drawn),12,4.7,8,4,-6,14,-7,-22,-9
CN1OC[C@@H]2CN(Cc3ccccc3)[C@H](c3cccc(N4CCOCC4)c3)C[C@@H]21,16,1.3,-8,-13,-5,1,.,.,5
Nc1nonc1-n1nnc(C(=O)N/N=C/c2ccc(OCc3ccccc3F)cc2)c1CN1CCCCC1,2,6.2,16,-3,-1,16,-2,-14,-3
COc1ccc(-c2nc(CS(=O)CC(=O)N3CCOCC3)c(C)o2)cc1OC (stereo not drawn),-14,-0.2,-18,-5,0,1,-7,-10,17
Cc1cccc(-c2nnc(SCC(=O)N3c4ccccc4CCc4ccccc43)n2C)c1,-3,-0.2,-5,-9,-12,0,2,-31,1
COc1ccc(C(=O)N=C2CCC(C#N)=C3c4cc(OC)c(OC)cc4CCN23)cc1,8,1.5,-12,-8,-7,2,-5,-11,6
Nc1cc(=O)[nH]c(SCC(=O)N2CCC(Cc3ccccc3)CC2)n1,8,0.0,4,4,-2,1,-9,-24,-4
Cc1ccc(S(=O)(=O)N2CCN(C(=O)COC(=O)Cc3cccc(C(F)(F)F)c3)CC2)c(C)c1,1,1.5,16,7,-1,9,-7,-11,-6
Cc1cc(C)cc(NC(=O)c2cc(=O)c3ccccc3o2)c1,0,-0.3,3,2,-7,0,-1,-17,-2
CCS(=O)(=O)N1Cc2cc(C(=O)NCC3CC3)nc(-c3cccc(-c4cccnc4)c3)c2[C@@H]1CCO,-14,3.1,.,-20,.,10,.,.,.
Cc1cn(CC(=O)c2ccccc2)c2ccccc12,-8,0.2,2,5,-7,0,-1,-6,0
COc1ccc(S(=O)(=O)N(C)c2ccc(C(=O)N3CCN(c4ccccc4)CC3)cc2)cc1OC,1,8.8,-8,-8,-1,14,-15,-10,-1
CC(O)CNc1ncnc2nc[nH]c12 (stereo not drawn),-7,0.5,-3,-8,-2,2,-8,3,3
C=CCN(C(=O)c1csnn1)C(C(=O)NCc1ccc(F)cc1)c1ccccc1 (stereo not drawn),3,4.2,10,-9,-5,11,-11,-7,-12
COc1cc(C(CCN2CCCC2)c2c(OC)cc(OC)c3c(C)cc(=O)oc23)cc(OC)c1OC (stereo not drawn),1,-0.2,-2,3,-13,0,0,-24,3
Nc1nc(NC(=O)c2ccccc2Cl)nn1-c1ccccc1,-7,0.1,-3,-3,-4,1,5,4,0
CC(=O)OC1CC[C@@]2(C)C(CCC3C2CC(=O)[C@@]2(C)C3CC3CC(C)=CC(=O)C32)C1 (stereo partly drawn),3,1.0,10,-18,-4,0,.,.,-7
CC1CCCC(C)N1C(=C(Cl)Cl)C(=C1SCCS1)[N+](=O)[O-] (stereo not drawn),11,-0.7,-7,-1,-11,-1,-6,-10,-2
C=CCNC(=O)c1ccc(-c2nc3ccccc3nc2-c2ccccc2)cc1,1,2.5,2,2,-5,8,0,-19,-7
CC(C)=C1SC(N2CCN(Cc3ccccc3)CC2)=NC1=O,3,1.2,-2,-2,3,2,-5,-9,4
O=C(CN1CCN(S(=O)(=O)c2ccccc2)CC1)Nc1ccnn1C1CCCC1,-25,3.0,-5,-25,-1,4,0,-9,11
CCN(CC)C(=O)c1sc2nc(Cc3ccccc3)[nH]c(=O)c2c1C,-5,-0.5,-13,2,-2,0,-4,-32,11
O=C(Nc1cccc([N+](=O)[O-])c1)c1ccc2nc(N3C(=O)CCC3=O)sc2c1,8,-0.1,3,-6,-4,0,-13,-2,-3
CC1CCC2(CC1)NC(=O)N(CC(=O)Nc1nc(-c3ccc(F)cc3)cs1)C2=O (stereo not drawn),0,-0.1,-17,9,-3,0,-20,-18,10
CCn1c(CNC(=O)c2cccc(C)c2)nnc1SCC(=O)N1CCOCC1,2,10,-2,7,8,1,-5,-5,11
Cc1nc2cc(NCc3cc([N+](=O)[O-])ccc3O)ccc2n1Cc1ccccc1,6,0.3,15,2,-5,2,-1,0,-6
CS(=O)(=O)c1cccc(C(=O)Nc2cccc(-c3nc4ccccc4[nH]3)c2)c1,1,3.3,-5,-2,4,8,-17,-1,8
CC[n+]1c(/C=C/N(C)c2ccccc2)oc2ccc(F)cc21,7,-0.1,9,7,-9,0,-1,-5,-7
C[C@@H]1C(c2ccccc2)=NN(c2ccc(Br)cc2)[C@H]1C(=O)N1CCOC1=O,-9,0.6,-9,-18,-8,0,.,-7,-1
Cc1ccc(S(=O)(=O)N(CC(=O)Nc2ccccc2C(=O)O)c2ccc(Cl)cc2)cc1,-4,0.2,-5,5,-10,-1,-19,-11,1
O=C(Nc1ccc2oc(-c3ccncc3)nc2c1)c1ccccc1F,-4,1.5,-1,-5,-3,3,-5,1,1
CCOc1ccccc1N1CCN(C(=O)NC(C)c2ccc(F)c(F)c2)CC1 (stereo not drawn),-10,2.7,-10,-1,-4,7,-7,-3,4
Cc1ccc(C)c(N2CCN(C(=O)c3cc4c(C)nc5ccccc5c4o3)CC2)c1,3,1.4,3,-19,-4,5,-6,-34,1
COc1ccccc1N1CCN(C(c2cccs2)c2nnnn2C2CCCC2)CC1 (stereo not drawn),1,0.5,-2,-13,-7,-1,-7,-11,-2
CCc1c(Nc2ccccc2Cl)nc(N)[nH]c1=O,-5,0.1,-7,-15,0,0,.,.,2
O=C(NCc1ccccc1)C(c1ccco1)N(C(=O)c1csnn1)c1ccccc1 (stereo not drawn),-2,0.6,-9,-8,-7,-1,-16,-7,12
CC(=O)NC(c1cc(Cl)c2cccnc2c1O)C(C)C (stereo not drawn),-2,0.3,-4,-11,-2,1,-2,-8,6
COc1cc(C(=O)N(Cc2ccc(N(C)C)cc2)C2CCS(=O)(=O)C2)cc(OC)c1OC (stereo not drawn),5,0.1,-13,-7,-3,0,-9,-20,-1
O=c1oc(-c2ccccc2Cl)nc2ccsc12,-7,-0.5,-21,2,-3,-1,-7,-8,2
CCCc1cnc(N2CCN(S(=O)(=O)c3cccs3)CC2)nc1,-3,0.3,-8,-9,-4,0,-8,-4,5
CCCC1(c2ccccc2)NC(=O)NC1=O (stereo not drawn),-11,1.4,4,22,-6,3,-2,-5,-1
COc1ccc2c(c1)c(=O)c(C(=O)c1ccc(C)cc1)cn2CC(=O)Nc1ccc(F)cc1,-7,0.9,-11,2,-1,1,-7,-18,12
O=C(Nc1nnc(-c2ccc3c(c2)CCCC3)o1)C1COc2ccccc2O1 (stereo not drawn),4,-0.6,3,25*,-4,0,-2,7,-4
CCOC(=O)CC(=O)Nc1nnc(CC(C)C)s1,-1,0.0,-11,-3,-2,1,-9,-11,10
CCc1nc2sc3ccccc3c(=O)c2c(=O)n1CCOC,-10,0.4,-3,1,-5,1,-3,-12,5
Cc1ccc(C)c(-n2nnnc2SCC(=O)NCCC2=CCCCC2)c1,-9,1.3,-2,-2,-6,-2,-7,-16,-4
COc1ccc(/C=C/C(=O)OCC(=O)N2c3ccccc3CC2C)cc1 (stereo not drawn),-14,1.3,-9,-12,-4,2,.,.,6
CCN1CCN(C(CNS(=O)(=O)c2ccc(F)cc2)c2cccnc2)CC1 (stereo not drawn),0,0.9,-21,-5,-5,1,-3,2,8
COc1cc(CC(=O)Nc2ccc3nc(SC)sc3c2)cc(OC)c1OC,-6,0.5,-15,-5,0,1,-5,-5,9

# The results go on:
SMILES,M4 antag,CHO-K1 Ca ag,M1 antag,CHO-K1 Ca antag,CHRM1 agonist,CHRM4 agonist,OXTR potentiate,CHO parental Ca,CHRM1 PAM
COc1cccc(-n2nc(-c3ccnn3-c3ccc(C)cc3)c(=O)n(C)c2=O)c1,6,-0.1,-7,8,-5,0,-9,-16,2
CCc1nnc(NC(=O)CCC(=O)N2CCN(Cc3ccc(C)cc3C)CC2)s1,-7,4.5,20,-7,-5,5,-4,-12,-15
COc1ccc(Br)cc1S(=O)(=O)N(CC(=O)N1CCOCC1)c1ccccc1,-3,0.6,0,-13,-1,2,-3,-1,4
CC(C)(C)OC(=O)C[C@@H]1C/C=C\C[C@H](CC(=O)NCCO)C(=O)N[C@@H](c2ccccc2)COC1=O,-3,-0.2,11,-5,-6,0,0,-10,-1
CCNc1nc(SCC(N)=O)nc2sc3c(c12)CCN(C)C3,-19,-0.5,0,-4,-10,0,.,.,1
CCNc1ccc(S(=O)(=O)N2CCOCC2)cc1NCC(=O)Nc1cccc(Br)c1,-6,13,23,14,4,20,.,.,-14
CC(=O)N1CCN(c2ccc(NC(=O)c3ccc(C)cc3)cc2)CC1,9,-0.1,-11,10,-2,0,-6,-2,6

# Taken from above.
# Value for `CCNc1nc(SCC(N)=O)nc2sc3c(c12)CCN(C)C3` in CHO-K1 Ca antag: -4
# Value for `CCNc1ccc(S(=O)(=O)N2CCOCC2)cc1NCC(=O)Nc1cccc(Br)c1` in M1 antag: 23
# Value for `COc1cccc(-n2nc(-c3ccnn3-c3ccc(C)cc3)c(=O)n(C)c2=O)c1` in CHO-K1 Ca antag: 8
